# Bioassay records deposited in PubChem BioAssay by National Center for Advancing Translational Sciences (NCATS).
# RORg inh = qHTS for inhibitors of ROR gamma transcriptional activity; Drosophila S2 Gal4-RORgamma UAS-luciferase reporter, 20 h; Potency, µM (titrated, usually from 53.6 µM), inactives show top-dose activity change, negative = inhibition, usual class: inhibitors; AID 2551, 2010; Nuclear receptor ROR-gamma (Mus musculus), P51450; 310,000 compounds, 5.4% hits; also: potency is read from the fitted curve at half-maximal effect; % is scaled to controls: 0 for no effect and ±100 for the full control effect; nearly all actives have a fitted effect of over 60% in size
# Target sequence (P51450 whole entry, looked up, the tested form may be a part): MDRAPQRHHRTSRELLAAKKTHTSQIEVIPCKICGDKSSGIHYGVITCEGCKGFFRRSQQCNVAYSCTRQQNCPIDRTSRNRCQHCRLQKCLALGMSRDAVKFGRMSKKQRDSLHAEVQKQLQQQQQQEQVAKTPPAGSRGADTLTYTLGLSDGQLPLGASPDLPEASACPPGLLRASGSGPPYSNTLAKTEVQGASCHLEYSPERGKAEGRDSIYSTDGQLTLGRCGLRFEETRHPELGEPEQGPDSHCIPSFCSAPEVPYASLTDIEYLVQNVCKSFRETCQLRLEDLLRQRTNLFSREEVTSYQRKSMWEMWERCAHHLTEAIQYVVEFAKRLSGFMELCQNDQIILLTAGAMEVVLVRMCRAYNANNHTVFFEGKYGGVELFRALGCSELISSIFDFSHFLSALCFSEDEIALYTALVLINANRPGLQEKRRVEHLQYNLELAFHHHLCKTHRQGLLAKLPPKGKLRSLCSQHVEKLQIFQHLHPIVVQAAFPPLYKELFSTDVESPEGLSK
#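 Schneider cells (Drosophila), stable Gal4 DBD–ROR gamma + UAS-luc; 1 hr cmpd preincubation; Cu2+ induction 700 uM final; 20 hr ambient; luminescence.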
# Rab9 promoter act = qHTS Assay for Rab9 Promoter Activators; Huh7 Rab9 promoter-luciferase reporter, luminescence, 24 h; Potency, µM (doses to about 9.22 µM), without a hit: top-dose activation, negative = inhibition, hits mostly activators; AID 485297, 2010; 320,000 compounds, 2.8% hits; also: potency is read from the fitted curve at half-maximal effect; % of control where 0% means no effect; nearly all actives have a fitted effect of over 60% in size
#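 Promoter activation is measured as luciferase luminescence in Huh7 cells stably transfected with a Rab9 promoter–luciferase construct, following 24 h compound exposure at 37 °C and 10 min reagent incubation at ambient temperature.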
# NPC1 prom act = qHTS Assay for NPC1 Promoter Activators; Potency, µM (titrated, usually from 9.22 µM), for the others: at the highest dose activation, actives largely listed as activators; 320,000 compounds, 2.4% hits; AID 485313, 2010; Huh7 NPC1 promoter luciferase reporter, 24 h;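 also: potency is read from the fitted curve at half-maximal effect; % of control where 0% means no effect; nearly all actives have a fitted effect of over 60% in size; reporter is driven by a mutant NPC1 promoter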
#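 Luciferase expression driven by the NPC1 promoter was measured in stably transfected Huh7 cells after a 24 h compound incubation, using a luciferase reagent and a luminescence read.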
# BRCA1 expr act = qHTS Assay to Identify Small Molecule Activators of BRCA1 Expression. MCF7-BRCA1-FFLuc reporter, luminescence, 48 h; response scale: scaled: vehicle 0%, 10 µM genistein 100%. Potency, µM (titrated, usually from 46.1 µM), inactives show top-dose activation, most hits filed as activators. 380,000 compounds, 1.1% hits. AID 624202, 2012; also: potency is read from the fitted curve at half-maximal effect; nearly all actives have a fitted effect of over 80% in size; some results filed as inactive show a strong effect at the top dose
#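 Using MCF7 cells harboring a BRCA1 firefly luciferase reporter, plated 2 h before compound pinning, the screen measured luminescence after 48 h incubation. Responses were normalized to DMSO and 10 microM genistein, then fitted for concentration-effect.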
# ELG1 genotoxic = qHTS screen for small molecules that induce genotoxicity in human embryonic kidney (HEK293T) cells expressing luciferase-tagged ELG1; HEK293T ELG1-luciferase reporter, luminescence, 16 h; Potency, µM (top dose mostly 46 µM), for inactives: at the top dose activity change, positive = activation, actives largely listed as activators; 330,000 compounds, 1.3% hits; AID 504466, 2011; also: potency is read from the fitted curve at half-maximal effect; % of control where 0% means no effect; nearly all actives have a fitted effect of over 60% in size
#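 Genotoxic stress is detected as increased luminescence from luciferase-tagged ELG1 in HEK293T cells, measured with ONE-Glo after a 16 hr treatment at 37 °C.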
# TRPV1 ag = HTS Assay for Compounds that Act as Agonists of the Vanilloid Receptor 1. activation, % at 8.33 µM. Transient receptor potential cation channel subfamily V member 1 (Homo sapiens), Q8NER1. AID 540275, 2011. 320,000 compounds, 0.19% hits. TRPV1-expressing cells, Fluo-8 calcium influx, agonist mode; in the data active = activation above about 80%; inconclusive = between about 30% and that limit; also: 0% is about no effect
#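 TRPV1-expressing cells were cultured overnight at 35.5C and loaded with Fluo-8 calcium dye for 40 to 90 min at room temperature. After a 10 s baseline, compound was added and calcium influx was read kinetically for 3 min (ex 480/em 520 nm).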
# ELG1 DNA repair = qHTS screen for small molecules that inhibit ELG1-dependent DNA repair in human embryonic kidney (HEK293T) cells expressing luciferase-tagged ELG1; Potency, µM (highest dose often 46.1 µM), without a hit: at the top dose activity change, negative = inhibition, usual class: inhibitors; AID 504467, 2011; HEK293T ELG1-luciferase reporter, luminescence, 16 h; DNA damage induced by 5-fluorouridine; 330,000 compounds, 2.3% hits; also: potency is read from the fitted curve at half-maximal effect; % is scaled to controls: 0 for no effect and ±100 for the full control effect; nearly all actives have a fitted effect of over 55% in size
#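 Quantitative HTS, concentration-response format. 2,000 cells/well co-treated with 5-fluorouridine and compound, 16 hr in 5% CO2 at 37 °C; ONE-Glo luminescence read after 30 min.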
# p53 reactivation = qHTS assay for re-activators of p53 using a Luc reporter; H1299 p53-A138V BP100-luciferase reporter, luminescence, 24 h; Potency, µM (highest dose often 92.2 µM), for the others: at the highest dose activity change, positive = activation, most hits filed as activators; 320,000 compounds, 0.063% hits; AID 504706, 2011; also: potency is read from the fitted curve at half-maximal effect; % of control where 0% means no effect; nearly all actives have a fitted effect of over 45% in size
#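 H1299 (p53-null), stable ts p53-A138V + BP100-Luc; 1000 cells/well, Opti-MEM/10% FBS; cpd 4 pt, 1:5; 24 h, 37 deg C, 5% CO2; detection reagent 10 min RT; luminescence.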
# Gal4-VP16 FLuc = VP16 counterscreen qHTS for inhibitors of ROR gamma transcriptional activity. Drosophila S2 Gal4-VP16 UAS-luciferase, luminescence, 20 h. 310,000 compounds, 3.5% hits. Potency, µM (top dose mostly 53.6 µM), without a hit: at the highest dose activity, negative = inhibition, most hits filed as inhibitors;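 also: Gal4-VP16 expression switched on by copper sulfate through the metallothionein promoter; potency is read from the fitted curve at half-maximal effect; % is scaled to controls: 0 for no effect and ±100 for the full control effect; nearly all actives have a fitted effect of over 50% in size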
# FLuc counter = qHTS profiling assay for firefly luciferase inhibitor/activator using purifed enzyme and Km concentrations of substrates (counterscreen for miR-21 project). Luciferin 4-monooxygenase (Photinus pyralis), P08659. purified FLuc, Km substrates, luminescence inhibition. Potency, µM (doses to about 57.5 µM), inactives show at the highest dose activity change, negative = inhibition, hits mostly inhibitors. 360,000 compounds, 6.9% hits;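 also: potency is read from the fitted curve at half-maximal effect; plate controls were vehicle for no effect and reference inhibitor for full effect; nearly all actives have a fitted effect of over 55% in size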
#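 Purified P. pyralis luciferase (10nM final) with 10uM D-luciferin and 10uM ATP (Km levels) in 50mM Tris acetate pH 7.5, 10mM Mg acetate, 0.01% Tween-20, 0.05% BSA; qHTS 6-point titration, ~60 µM downward; luminescence read.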
# Tb PFK inh = qHTS Assay to Find Inhibitors of T. brucei phosphofructokinase; ATP-dependent 6-phosphofructokinase (Trypanosoma brucei brucei), O15648; T. brucei PFK, ADP-Glo luminescence; Potency, µM (titrated, usually from 57.5 µM), without a hit: at the top dose activity, negative = inhibition, actives largely listed as inhibitors; 330,000 compounds, 0.17% hits; AID 485367, 2010;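 also: potency is read from the fitted curve at half-maximal effect; 0% = uninhibited 1x PFK enzyme wells and -100% = no-enzyme wells; nearly all actives have a fitted effect of over 60% in size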
# Target sequence (O15648 whole entry, looked up): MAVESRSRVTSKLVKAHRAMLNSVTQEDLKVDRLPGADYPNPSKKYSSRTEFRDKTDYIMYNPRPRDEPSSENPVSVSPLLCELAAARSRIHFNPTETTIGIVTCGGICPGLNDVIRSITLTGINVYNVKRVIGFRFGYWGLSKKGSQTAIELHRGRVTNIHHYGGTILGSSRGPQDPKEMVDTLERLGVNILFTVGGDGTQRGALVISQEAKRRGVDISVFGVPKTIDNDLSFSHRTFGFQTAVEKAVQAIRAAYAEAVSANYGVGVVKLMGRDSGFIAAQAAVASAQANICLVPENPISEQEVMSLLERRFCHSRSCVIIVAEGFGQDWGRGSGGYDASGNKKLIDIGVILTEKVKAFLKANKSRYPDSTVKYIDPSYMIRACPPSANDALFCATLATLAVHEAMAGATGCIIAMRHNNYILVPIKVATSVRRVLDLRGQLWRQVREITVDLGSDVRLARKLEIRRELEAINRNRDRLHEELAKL
#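 Luminescent ADP detection (ADP-Glo, two-step: ATP depletion then ADP-to-ATP conversion for luciferase) reported PFK activity after 45 min room-temperature reaction of 1.25 nM enzyme with 0.5 mM F6P and 0.1 mM ATP at pH 8.0.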
# * hit, by the source's call; ? = inconclusive; · = no result given; [ ] = dose if it differs, or a comment. Unless noted, calls follow the shape of the dose curve; as a rule, active = well fitted curve in the direction sought with a large enough effect; inconclusive = small, poorly fitted or top-dose-only effect, or another doubt; inactive = no such curve, though single readings can be large; an effect the other way counts as inactive or inconclusive. No enrichment for hits; 15% or so of the library scored in one or more.
SMILES,RORg inh,Rab9 promoter act,NPC1 prom act,BRCA1 expr act,ELG1 genotoxic,TRPV1 ag,ELG1 DNA repair,p53 reactivation,Gal4-VP16 FLuc,FLuc counter,Tb PFK inh
Cc1cc(NC(=O)C2CC(c3ccccc3Cl)=NO2)no1 (centres undefined),10%,13%,16%,0%,6%,4,7%,-4%,12%,-8%,-4%
Cc1nc(Nc2ccc(Cl)c(Cl)c2)sc1C(=O)Nc1ccccc1,?,-2%,0%,-2%,-6%,4,?,28%,?,?,1%
O=C(NC1CCCN(Cc2ccccc2F)C1)C1CCC1 (centres undefined),-5%,-3%,-4%,-4%,1%,-4,-10%,-4%,-3%,-2%,-4%
Cc1cc(Br)ccc1NC(=O)C1CCCO1 (centres undefined),1%,0%,-1%,26%,0%,-1,7%,-2%,5%,2%,-6%
CNC(=S)N1N=C(c2ccc(C)cc2)CC1c1ccc(OC)cc1 (centres undefined),11µM*,-11%,2%,14%,-1%,1,-25%,-7%,-29%,2%,0%
CC(=O)Nc1cccc(C(=O)/C=C/c2ccc(Br)cc2)c1,?,-5%,-2%,-100%[inhibitor],-20%,16,?,-22%,?,?,-10%
Cc1ccc(-c2cc(C(=O)Nc3ccc(S(=O)(=O)Nc4ncccn4)cc3)[nH]n2)c(O)c1C,?,2%,-2%,11%,3%,-2,25%,-2%,17%,4.8µM*,7%
Cc1ccc(C)c(SCC(=O)Nc2ccc(S(=O)(=O)Nc3ncccn3)cc2)c1,?,-4%,-4%,0%,0%,-2,12%,2%,-4%,-3%,-1%
COC(=O)c1sc2ncccc2c1OCc1ccccc1Cl,-7%,-8%,2%,0%,1%,1,-9%,-7%,4%,3%,0%
CCC(=O)Nc1cc(C(=O)O)ccc1Sc1ccccc1,-9%,-4%,-1%,-1%,0%,-1,23%,1%,-8%,-5%,5%
Cn1c(C(=O)O)c(CC(=O)Nc2ccccc2F)c2ccccc21,4%,-4%,0%,6%,0%,-1,-8%,-8%,-1%,0%,-1%
C=C[C@@H](C)N(Cc1ccc(OC)cc1)S(=O)(=O)N(Cc1ccccc1)[C@H](C=C)C(C)C,·,-8%,-2%,9%,-1%,8,?,10%,·,4%,2%
CC(C)C[C@H]1CN=C(N(C)C)N1CC(C)C,·,·,·,6%,2%,·,0%,0%,·,·,-1%
NCCCC[C@@H]1NC(=O)c2cc([N+](=O)[O-])cc(I)c2SC[C@@H](C(N)=O)NC(=O)[C@H](Cc2ccc(O)cc2)NC1=O,6%,0%,-1%,0%,0%,-2,1%,8%,12%,-4%,4%
CCC1=NN2C(=N)/C(=C\c3cccn3-c3ccc(C)cc3C)C(=O)N=C2S1,-39%,-6%,-7%,-27%,10%,0,5%,2%,6%,?,-1%
COc1ccc(/C=C(/NC(=O)c2ccccc2)c2nc3ccc(Cl)cc3[nH]2)cc1OC,?,1%,-6%,-61%,-13%,2,?,-9%,-19%,?,0%
CCOC(=O)C1CCCN(C2=NC(=O)/C(=C/c3ccc(N(C)C)cc3)S2)C1 (centres undefined),15%,5%,26%,46%,6%,11,7%,6%,12%,12µM*,6%
COc1ccccc1C(=O)NNC(=O)C(=O)Nc1cccc(Cl)c1C,-12%,4%,0%,-2%,-5%,2,-13%,8%,-5%,-2%,2%
CCCCN(CC)C(=O)c1n[nH]c(=O)c2ccccc12,-17%,-4%,3%,-15%,2%,-1,6%,-4%,-3%,1%,0%
COc1ccccc1NC(=O)CSc1nnnn1-c1ccc(F)cc1,2%,1%,2%,-21%,-3%,5,-9%,-26%,-3%,-1%,0%
Nc1c(C(=O)Nc2ccccc2F)sc2nc(-c3ccco3)ccc12,-45%,?,?,?,?,1,?,?,0%,?,1%
COC(=O)C1CCN(C2=C(NS(=O)(=O)c3ccc(Cl)cc3)C(=O)c3ccccc3C2=O)CC1,22%,9%,7%,-19%,-5%,1,0%,-3%,-5%,-19%,-7%
N#Cc1ccc(Oc2cccc(C(=O)O)c2)cc1C#N,11%,-4%,-2%,-9%,0%,-1,2%,-5%,1%,-1%,-1%
O=C(O)CCn1nnc(-c2cccs2)n1,-8%,-3%,1%,38%,1%,0,4%,-3%,-8%,0%,-4%
CC1(C)CC(CCNC(=O)c2ccc(-n3cnnn3)cc2)CC(C)(C)N1,-1%,0%,0%,6%,0%,-1,5%,-4%,-2%,0%,-3%
# (continued)
SMILES,RORg inh,Rab9 promoter act,NPC1 prom act,BRCA1 expr act,ELG1 genotoxic,TRPV1 ag,ELG1 DNA repair,p53 reactivation,Gal4-VP16 FLuc,FLuc counter,Tb PFK inh
CCOC(=O)C(=O)Nc1ccc(OC)c(Cl)c1,28%,2%,1%,-44%,0%,1,-1%,0%,1%,-15%,4%
COC(=O)c1ccc(C(=O)OC)c(NC(=O)CN2CCN(c3ccc(OC)cc3)CC2)c1,1%,-5%,-1%,-21%,10%,1,?,-4%,1%,-1%,3%
O=[N+]([O-])c1cc(S(=O)(=O)NC2=NCCCCC2)ccc1NCC1CCCCC1,?,-1%,-3%,-27%,-11%,?,?,-4%,-10%,-11%,-2%
COc1cc(CNCc2ccc(Br)cc2)cc(OC)c1,-3%,-2%,0%,-18%,-8%,-3,1%,-1%,1%,-1%,5%
O=C1C2CCCN2C(c2ccc(F)cc2)N1c1nccs1 (centres undefined),?,2%,2%,6%,-1%,-2,4%,4%,-2%,-1%,-10%
CN(C(=O)c1ccc(NC(=O)Cc2ccc(NC(=O)C3CCN(C(=O)CCc4ccccc4)CC3)cc2)cc1)C1CC1,·,0%,10%,7%,0%,6,?,-9%,·,?,4%
COc1ccc2c(c1)[C@H]1[C@H](CO2)[C@H](c2ccccc2)[C@]2(C)C(=O)Nc3ccc(F)cc3C(=O)N12,·,·,·,-46%,0%,·,3%,-4%,·,·,1%
OC(COc1cccc2ccccc12)CN1CCN(c2ccccc2)CC1 (centres undefined),-12%,-1%,-4%,8%,-5%,-1,6%,-2%,?,3%,3%
CC(=O)NC(CCS(C)(=O)=O)C(=O)Nc1ccc2c(c1)OCCO2 (centres undefined),43%,-1%,0%,15%,-1%,1,28%,23%,-13%,5%,2%
Cc1ccc(NC(=O)COC(=O)CCNS(=O)(=O)c2c(Cl)cccc2Cl)cc1,·,·,·,1%,3%,·,15%,1%,·,·,8%
CC(C)Cc1ccc(C(C)C(N)=NCCc2ccccc2)cc1 (centres undefined),?,-12%,-11%,-105%[inhibitor],-2%,4,?,-12%,-13%,-3%,1%
O=S(=O)(c1ccc(NCCOc2ccccc2)nc1)N1CCCC1,·,3%,-1%,-33%,0%,16,3%,-5%,·,3%,-21%
CC(=NC1CC1)c1c(-c2ccccc2)[nH]n(-c2nc3ccccc3s2)c1=O,1.3µM*,17%,10%,7%,?,?,-1%,13%,?,?,-1%
O=C(c1c[nH]c2ccccc12)C(Cl)c1ccccc1 (centres undefined),-22%,-13%,-23%,-101%[inhibitor],-4%,-10,?,-13%,2%,-4%,0%
CC(C)(C)n1nnnc1C(c1ccc(Cl)cc1)N(Cc1cccnc1)Cc1ccco1 (centres undefined),?,10%,-8%,-77%,-1%,?,6%,-11%,-3%,4%,0%
O=C(O)c1ccc(CS(=O)(=O)c2cccc(C(F)(F)F)c2)o1,-12%,-3%,-4%,-9%,-3%,2,0%,7%,0%,7%,-3%
Fc1cccc(NCCc2c[nH]c3ccccc23)n1,24%,23%,24%,33%,11%,1,0%,?,?,?,-9%
NC(=O)NNC1=Nc2cccc3cccc1c23,-35%,0%,-12%,-36%,-6%,2,-11%,-2%,-11%,2%,0%
Cc1nc2cc(-c3ccc(F)cc3)[nH]n2c(=O)c1C,-30%,?,2µM*,?,16µM*,1,?,·,-12%,8.5µM*,2%
Cc1cccc(/C=N/c2sc3c(c2C(=O)OC(C)(C)C)CCN(C)C3)c1O,-42%,-2%,-1%,-34%,1%,7,4%,-4%,-4%,3%,1%
